BRCT PPI red = BRCT-phosphoprotein interaction inhibition (red fluorophore) | 75,000 compounds, 0.03% hits | Potency, µM (doses to about 76.9 µM), without a hit: at the highest dose activity change, negative = inhibition, hits mostly inhibitors | P38398 | BRCT-phosphopeptide binding, red fluorescence polarization; note: % is set by controls: 0 for no effect and ±100 for the full control effect
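Rhodamine-labelled pBACH1 10-mer (100 nM) bound to BRCT domain (100 nM) at pH 7.3; compounds incubated 12 min room temperature, polarization read. Free peptide defines full inhibition; unlabelled decapeptide titrated as control.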
Fluorescein autfl = compound autofluorescence in fluorescein spectral region; 59,000 compounds, 0.91% hits; max fluorescein-equivalent concentration, M; Compound autofluorescence, 480/540 nm, fluorescein-equivalent; hits give high values; AID 593; in the data active = max fluorescein-equivalent concentration above about 10 nM; inconclusive = between about 1.1 nM and that limit
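Compounds (23 nL) in 100 mM Tris pH 8.0, 15 min at room temperature, then fluorescence read at 480 nm excitation/540 nm emission. Signal converted to fluorescein-equivalent concentration from an on-plate fluorescein standard curve.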
Epigenetic mod = epigenetic modulators derepressing GFP locus in mouse cells; mouse C127i GFP locus derepression, cytometry, 30 h; Potency, µM (highest dose often 46.1 µM), inactives show at the top dose GFP derepression (activation); 68,000 compounds, 0.09% hits; note: % of control where 0% means no effect
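Read-out is the number of GFP-positive cells, scored as fluorescent objects 20 to 120 um wide, reflecting derepression of a silenced CMV-GFP reporter in murine C127i cells after 30 h compound exposure at 37 C.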
Caspase-1 inhib = caspase-1 (human) inhibition, allosteric or competitive; 75,000 compounds, 0.03% hits; Potency, µM (titrated, usually from 57.5 µM), inactives show at the top dose activity change, negative = inhibition, most hits filed as inhibitors; Caspase-1 enzyme, Ac-WEHD-AFC fluorogenic rate; P29466;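 note: potency is the fitted concentration of half-maximal effect; plate controls were vehicle for no effect and no substrate for full effect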
Target sequence (P29466 120-297 limits assumed): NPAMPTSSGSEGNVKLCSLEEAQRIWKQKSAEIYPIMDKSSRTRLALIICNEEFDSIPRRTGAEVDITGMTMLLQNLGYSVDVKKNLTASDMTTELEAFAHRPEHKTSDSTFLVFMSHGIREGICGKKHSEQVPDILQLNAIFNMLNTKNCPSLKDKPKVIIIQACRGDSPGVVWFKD
Target sequence (P29466 317-404 limits assumed): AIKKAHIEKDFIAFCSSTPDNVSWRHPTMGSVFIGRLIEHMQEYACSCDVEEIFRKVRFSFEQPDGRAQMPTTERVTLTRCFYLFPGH
Ub-GFP proteasome = proteasome inhibitors stabilizing ubiquitin-GFP reporter | Ubiquitin-GFP reporter cells, proteasome inhibition, GFP fluorescence; response scale: untreated = 0%, 10 µM MG-132 = 100% | Potency, µM (highest dose often 45.9 µM), without a hit: at the top dose activation (GFP accumulation), most hits filed as activators | 67,000 tested, under 10 active; active = well fitted activation curve with a large enough effect, not every such curve was filed as active; inconclusive = small, poorly fitted or top-dose-only effect, or another doubt; inactive = no such curve, though single readings can be large or run the other way; note: potency is the fitted concentration of half-maximal effect
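U2OS cells stably expressing ubiquitin(G76V)-GFP, seeded overnight in 0.5% FBS medium, were exposed to compounds (qHTS, 46 uM to 2.9 nM) for 4 hr at 37 °C. GFP-positive cells were counted by laser cytometry (488 ex/515 em), normalized between basal and 10 uM MG-132.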
BRCT PPI green = inhibitors of human BRCA1 BRCT-phosphoprotein interaction (green fluorophore); BRCA1 BRCT-phosphopeptide binding, green fluorescence polarization; Potency, µM (highest dose often 76.9 µM), without a hit: at the highest dose activity change, negative = inhibition, usual class: inhibitors; P38398; AID 875; 75,000 compounds, 0.05% hits;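 note: potency is the fitted concentration of half-maximal effect; plate controls were peptide without protein for full effect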
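Compounds were incubated for 12 min at room temperature with a complex of 100 nM fluorescein-tagged pBACH1 decapeptide and 250 nM His-tagged BRCT protein. Buffer was phosphate pH 7.3 with EDTA, DTT and Tween 20. Disruption of binding lowers the polarization signal.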
4MU fluor = compounds fluorescent in 4-MU spectral region. compound autofluorescence, 340/450 nm, 4-MU equivalents; hits give high values. max dye-equivalent concentration, M. 59,000 compounds, 11% hits; in the data active = max dye-equivalent concentration above about 10 nM; inconclusive = mostly about 1.1 nM to 9.6 nM
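Compounds in 100 mM Tris, pH 8.0, incubated 15 min at room temperature, then fluorescence read at 340 nm excitation/450 nm emission. Signal converted to 4-MU dye-equivalent concentration using an on-plate six-point 4-MU standard curve.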
USP2a inhib = USP2a (human) protease inhibition. O75604. Potency, µM (highest dose often 38.3 µM), inactives show at the highest dose activity change, negative = inhibition, hits mostly inhibitors. USP2a enzymatic assay, qHTS inhibition. 60,000 compounds, 0.1% hits;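 note: potency is the fitted concentration of half-maximal effect; nearly all actives have a fitted effect of over 60% in size; plate controls were DMSO for no effect and NEM full inhibition control for full effect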
Target sequence (O75604 whole entry, looked up): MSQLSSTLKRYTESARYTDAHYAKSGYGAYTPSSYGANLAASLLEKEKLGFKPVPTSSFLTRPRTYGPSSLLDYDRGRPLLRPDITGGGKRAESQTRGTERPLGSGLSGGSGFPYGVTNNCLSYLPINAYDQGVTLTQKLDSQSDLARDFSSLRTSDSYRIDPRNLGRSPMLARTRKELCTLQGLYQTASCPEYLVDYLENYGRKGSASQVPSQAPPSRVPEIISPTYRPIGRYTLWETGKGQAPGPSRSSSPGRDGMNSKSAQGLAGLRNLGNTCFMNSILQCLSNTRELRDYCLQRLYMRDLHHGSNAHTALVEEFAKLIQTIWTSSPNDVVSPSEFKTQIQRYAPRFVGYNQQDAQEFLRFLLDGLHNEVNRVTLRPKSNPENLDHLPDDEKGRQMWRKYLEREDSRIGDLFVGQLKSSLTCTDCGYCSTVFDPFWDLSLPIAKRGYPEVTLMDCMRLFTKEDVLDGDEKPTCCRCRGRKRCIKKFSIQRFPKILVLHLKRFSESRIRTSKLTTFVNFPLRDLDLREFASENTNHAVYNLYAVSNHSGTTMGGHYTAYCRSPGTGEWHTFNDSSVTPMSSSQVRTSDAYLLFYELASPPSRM
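Inhibition is measured in a cell-free coupled assay with 20 nM USP2 core, 20 nM Ub-PLA2 and 20 uM NBD C6-HPC, 2.5 h incubation. Activity normalized to NEM control.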
Caspase-7 inhib = allosteric or competitive inhibitors of human caspase-7; P55210; recombinant caspase-7, Ac-DEVD-AFC fluorescence rate; Potency, µM (titrated, usually from 57.5 µM), for the others: top-dose activity change, negative = inhibition, usual class: inhibitors; 75,000 compounds, 0.02% hits; active = well fitted inhibition curve with a large enough effect in the main read-out, with a control signal flat, not every such curve was filed as active; inconclusive = small, poorly fitted or top-dose-only effect, or a change in a side signal; note: potency is the fitted concentration of half-maximal effect; % of control where 0% means no effect
A350 fluor = compound fluoresces in the Alexa 350 spectral region | max dye-equivalent concentration, M | 59,000 compounds, 11% hits | Compound autofluorescence, 340/450 nm, Alexa 350 dye-equivalents; hits give high values; in the data active = max dye-equivalent concentration above about 10 nM; inconclusive = mostly about 1.1 nM to 9.6 nM
HEK293 cAMP ctrl = parental HEK293 cAMP activation (counter-screen). parental HEK293 CNG cAMP sensor, membrane potential fluorescence. 73,000 compounds, 2.5% hits. Potency, µM (doses to about 57.1 µM), for inactives: at the highest dose activation, usual class: activators; note: potency is the fitted concentration of half-maximal effect; % of control where 0% means no effect; nearly all actives have a fitted effect of over 55% in size
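Parental HEK 293 cells stably expressing a cAMP-gated CNG channel were loaded with membrane potential dye containing 100 uM RO 20-1724 for 60 min. Compound added for 30 min; depolarization read as fluorescence intensity at 590 nm.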
Active calls of the source: *; i = inactive; ? = inconclusive; · = not tested or not shown; [ ] = another dose, or the depositor's remark. Unless noted, calls come from the whole dose curve; as a rule, active = well fitted curve in the direction sought with a large enough effect; inconclusive = small, poorly fitted or top-dose-only effect, or another doubt; inactive = no such curve, though single readings can be large; an effect the other way counts as inactive or inconclusive. This is a subset; rates above refer to the full screens.

SMILES	BRCT PPI red	Fluorescein autfl	Epigenetic mod	Caspase-1 inhib	Ub-GFP proteasome	BRCT PPI green	4MU fluor	USP2a inhib	Caspase-7 inhib	A350 fluor	HEK293 cAMP ctrl
Cc1cc(NC(=O)CS(=O)(=O)c2cn(Cc3cccc(F)c3)c3ccccc23)no1	-1.3%	i	2%	-4%	11%	0.8%	i	29%	0%	i	26%
CN(C)C(=O)C1(c2ccccc2)CCN(S(=O)(=O)c2ccccc2)CC1	-0.3%	i	3%	1%	2%	0.5%	i	6%	1%	i	?
CCC(c1ccccc1)c1nc(-c2ccccn2)no1 (stereo not drawn)	-0.3%	·	4%	-1%	0%	-2.4%	·	7%	0%	·	10%
Cc1cccc(NC(=O)CSc2nnc([C@@H]3CCCN3C(=O)OC(C)(C)C)o2)c1C	-0.6%	i	0%	0%	3%	0.8%	i	0%	1%	?	8%
O=C(OCCOCCN=C1NS(=O)(=O)c2ccccc21)c1ccncc1	-3.0%	i	0%	-3%	-4%	-2.3%	i	-4%	-3%	i	10%
Cc1ccc(-c2nnn(CC(=O)N(c3ccccc3F)C(C(=O)NC3CCCC3)c3ccco3)n2)o1 (stereo not drawn)	-1.8%	i	-1%	-2%	8%	-0.5%	i	22%	-2%	i	22%
CCn1cnc2cc(NCc3ccc(C)cc3)ccc21	-0.6%	i	-4%	-1%	18%	0.0%	i	11%	0%	i	-9%
COc1ccc(Cc2nnc(SCC(=O)NCCc3ccccc3)o2)cc1	-0.9%	·	0%	-1%	-8%[9.17 µM]	-2.4%	·	5%[7.66 µM]	1%	·	25%[11.4 µM]
CCCn1c(=O)c(C(=O)NCc2ccncc2)c(O)c2ccccc21	-0.8%	i	2%	0%	0%	-0.1%	i	39%[activator]	-1%	i	?
Cc1n[nH]c(C)c1S(=O)(=O)N1CCC(C(=O)O)CC1	0.7%	i	2%	-2%	-2%	-1.4%	i	-4%	-1%	?	5%
CCCn1c(SCC(=O)Nc2nc(C)c(C(=O)OC)s2)nnc1C(C)C	-0.7%	i	0%	-1%	2%	1.1%	i	12%	-1%	i	?
CCC(C)C(=O)Nc1nnc(-c2cccs2)s1 (stereo not drawn)	1.0%	i	0%	0%	3%	1.5%	?	-8%	1%	1e-08M*	8%
O=C(CN1CCCCCC1)OCCN=C1NS(=O)(=O)c2ccccc21	0.9%	i	-1%	-1%	8%	0.6%	i	0%	0%	i	-4%
COC(=O)c1cn(NC(=O)C2CCCCC2)c(=O)c2ccccc12	-1.9%	?	-4%	1%	-7%	-3.0%	i	4%	-1%	i	13µM*
CN(C)/C=C1\N=C(c2ccc3c(c2)OCO3)OC1=O	1.0%	·	10%	-1%	-3%	0.8%	·	-1%	1%	·	1%[11.4 µM]
O=C(Cc1cccs1)Nc1nnc(SCC(=O)NC2CCCCC2)s1	0.8%	i	-1%	0%	-6%	2.3%	i	10%	-6%	i	-8%
Cc1nnc(SCC(=O)N2CCC(C(=O)Nc3nccs3)CC2)n1Cc1ccccc1	-0.4%	i	2%	1%	2%	-0.3%	i	21%	0%	i	-6%
CCOc1cc2[nH]c(=S)n(CCCN3CCOCC3)c(=O)c2cc1OCC	-1.1%	i	0%	0%	-8%	-0.1%	i	-3%	-1%	i	13%
O=C(Oc1cccc2cccnc12)c1cccs1	-0.1%	i	?	0%	0%	-1.5%	i	-1%	-2%	?	19%
Cc1ccccc1CSc1ncc(C#N)c(N)n1	0.3%	?	0%	?	8%	1.3%	1.8e-08M*	19%	-11%	?	67%
Cc1ccc(SCCNC(=O)CN(c2ccc3c(c2)OCO3)S(C)(=O)=O)cc1	1.3%	i	-2%	-2%	4%	0.1%	i	4%	-2%	i	20%
CN(C)CCC(=O)c1ccc(Cl)cc1	0.3%	i	6%	2%	-3%	-0.5%	i	-6%	2%	i	4%
CC1=Nc2ccccc2NC(=O)C1Sc1nnc(C)s1 (stereo not drawn)	-0.9%	i	-2%	-4%	-12%	-0.5%	?	-6%	-5%	?	4%
CC(=O)c1ccc(S(=O)(=O)NCCCC(=O)NCCc2ccccn2)cc1	-0.8%	i	0%	2%	-2%	-1.4%	i	-1%	1%	i	-6%
Cc1cc(C)c2[nH]c(=O)c(CN(CC3CCCO3)C(=O)C3CCCO3)cc2c1 (stereo not drawn)	-1.5%	i	4%	0%	0%	0.2%	1.4e-08M*	·	-3%	1.4e-08M*	-1%
(next part)
SMILES	BRCT PPI red	Fluorescein autfl	Epigenetic mod	Caspase-1 inhib	Ub-GFP proteasome	BRCT PPI green	4MU fluor	USP2a inhib	Caspase-7 inhib	A350 fluor	HEK293 cAMP ctrl
N=C1C(c2nc(-c3ccc(F)cc3)cs2)=C(O)CN1CCCN1CCOCC1	-1.4%	?	-1%	-2%	-3%	-2.4%	i	32%[activator]	7%	?	-18%
CC(C)NC(=O)c1cc(-c2ccco2)on1	0.9%	i	0%	-3%	-5%	0.2%	i	3%	0%	i	?
CCc1ccc(NC(=O)c2cc(-c3ccc(OC)cc3)on2)cc1	-0.4%	i	1%	2%	-4%	-0.9%	i	3%	0%	?	0%
Cc1ccc(NC(=O)CN(c2ccc3c(c2)OCO3)S(=O)(=O)c2c(C)n[nH]c2C)cc1	-0.9%	·	5%	0%	0%	1.6%	·	·	-1%	·	-11%
CCOC(=O)c1c(NC(=O)CN2CCCCC2)sc2c1CCCC2O (stereo not drawn)	0.2%	·	·	-2%	-6%	-3.8%	·	·	-10%	·	?
Cn1c(=O)c2c(nc(NCc3cccnc3)n2Cc2cccc(C(F)(F)F)c2)n(C)c1=O	-0.2%	i	-3%	-1%	5%	-1.7%	i	17%	1%	i	0%
Cc1ccc(CNC(=O)CCCNC(=O)c2ccc(Cl)cc2)n1C	-0.1%	?	1%	-2%	-3%	0.9%	?	21%	3%	?	-3%
Cc1oc(-c2ccc(Cl)cc2)nc1CN1CCCC(C(=O)NCc2ccccn2)C1 (stereo not drawn)	1.2%	i	1%	2%	9%	-0.2%	i	26%	0%	i	16%
COC(=O)c1ccc(NC2=CC(=O)CC(C)(C)C2)cc1	0.0%	?	2%	0%	-4%	1.8%	?	-1%	-1%	?	8%
Cc1ccc(C(=N)c2ccccc2Cc2cccc3ccccc23)c2ccccc12	0.2%[15.4 µM]	?	7%[9.22 µM]	1%[11.5 µM]	0%[9.17 µM]	0.1%[15.4 µM]	i	·	-1%[11.5 µM]	i	9%[11.4 µM]
COc1ccc(C2C(C(=O)N3CCCC3)c3cc(OC)c(OC)cc3C(=O)N2C)cc1 (stereo not drawn)	-6.6%	i	2%	-2%	9%	-1.0%	i	-2%	3%	i	12%
Cc1nc(SCc2cccc(F)c2)[nH]c(=O)c1C#N	-1.9%	i	0%	-4%	-4%	0.1%	?	0%	-5%	?	?
COc1ccc(NC2C=CS(=O)(=O)C2)c(OC)c1 (stereo not drawn)	2.4%	i	3%	-2%	0%	-0.3%	i	-6%	-2%	i	?
CCCc1cc(=O)[nH]c(SCC(=O)CSc2nc(CCC)cc(=O)[nH]2)n1	-0.8%	?	1%	-3%	0%	0.5%	i	-4%	-3%	i	0%
COc1ccc(Cl)cc1C(=O)CSc1nc(N)cc(N)n1	-0.8%	i	-1%	-4%	-3%	1.1%	?	-4%	-6%	?	24%
CSC1(SC2=NCCN2)SC2(NCCN2)S1	0.9%[15.4 µM]	i	12%[9.22 µM]	-1%[11.5 µM]	10%[9.17 µM]	-3.5%[15.4 µM]	i	·	1%[11.5 µM]	i	1%[11.4 µM]
COc1ccc(CNc2cc(-c3ccccc3CN(C)C)ncn2)c(OC)c1	0.1%	?	-2%[9.22 µM]	-1%	-4%	-2.4%	i	-9%	-1%	i	30%
CCOc1ccc2[nH]cc(C(=O)O)c(=O)c2c1	0.9%	i	1%	-3%	6%	-1.4%	i	-2%	-2%	i	-8%
COc1ccc(NC(=O)C2CCCN(S(=O)(=O)c3cccc4nonc34)C2)c(OC)c1 (stereo not drawn)	-1.2%	?	-1%	-2%	-14%	-0.6%	i	7%	3%	i	-6%
Cn1ncc(N)c1C(=O)Nc1cccc(C(F)(F)F)c1	-0.9%	i	0%	-1%	-2%	3.3%	i	-13%	0%	i	-3%
CCC(=O)N1c2ccccc2NC2=C(C(=O)CCC2)C1c1cccnc1 (stereo not drawn)	-0.3%	?	0%	-3%	-5%	1.1%	i	-13%	-2%	i	?

Sorted by heavy-atom count (rising): some entries from above.
SMILES	BRCT PPI red	Fluorescein autfl	Epigenetic mod	Caspase-1 inhib	Ub-GFP proteasome	BRCT PPI green	4MU fluor	USP2a inhib	Caspase-7 inhib	A350 fluor	HEK293 cAMP ctrl
Cn1ncc(N)c1C(=O)Nc1cccc(C(F)(F)F)c1	-0.9%	i	0%	-1%	-2%	3.3%	i	-13%	0%	i	-3%
CCCc1cc(=O)[nH]c(SCC(=O)CSc2nc(CCC)cc(=O)[nH]2)n1	-0.8%	?	1%	-3%	0%	0.5%	i	-4%	-3%	i	0%
COc1ccc(CNc2cc(-c3ccccc3CN(C)C)ncn2)c(OC)c1	0.1%	?	-2%[9.22 µM]	-1%	-4%	-2.4%	i	-9%	-1%	i	30%

Compound activity: PubChem BioAssay, National Center for Advancing Translational Sciences (NCATS)
